Source: PubChem BioAssay
SENP8 block-1 – SENP8 protease inhibition | Q96LD8 | purified SENP8, Z-RLRGG-aminoluciferin cleavage, luminescence | inhibition, % at 10 µM | 1.2% of 330,000 active | AID 2540; in the data active = inhibition above about 50%
Target sequence (Q96LD8 whole entry, looked up): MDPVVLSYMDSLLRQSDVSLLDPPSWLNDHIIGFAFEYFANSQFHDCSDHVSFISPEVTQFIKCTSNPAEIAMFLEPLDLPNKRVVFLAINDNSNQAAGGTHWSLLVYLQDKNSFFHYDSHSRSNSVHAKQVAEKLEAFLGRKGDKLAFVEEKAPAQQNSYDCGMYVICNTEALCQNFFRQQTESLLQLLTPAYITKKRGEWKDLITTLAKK
Apaf1 inhib – blocks human Apaf-1 apoptosome activity | O14727 | reconstituted apoptosome caspase-3 activity, DEVD-Rh110 fluorescence | inhibition, % at 20 µM | 0.71% of 330,000 active; active = inhibition of at least 40% at 20 µM;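 note: plate controls were DMSO wells for no effect and DEVD-CHO caspase inhibitor wells for full effect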
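System – cell-free apoptosome with Apaf-1, procaspase-3 and caspase-9 · Buffer or medium – pH 7.5 Hepes buffer with CHAPS, BSA, DTT · Also added – cytochrome c with DEVD-Rh110 · Times – 30 min compound preincubation, 50 min activation, room temperature · Technique – Rh110 fluorescence intensity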
UBC13 inh – inhibitors of human UBC13 polyubiquitin chain formation. P61088. TR-FRET. AID 485273. inhibition, % at 20 µM. 0.47% of 330,000 active; in the data active = inhibition above about 45%, passing the limit was not always enough
Target sequence (P61088 whole entry, looked up): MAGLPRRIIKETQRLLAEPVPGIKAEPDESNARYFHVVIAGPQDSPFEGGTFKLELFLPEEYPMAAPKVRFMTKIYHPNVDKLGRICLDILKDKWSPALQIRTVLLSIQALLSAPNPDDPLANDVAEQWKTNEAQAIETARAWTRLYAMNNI
A3G deaminase – inhibitors of human APOBEC3G DNA deaminase; AID 493012; recombinant A3G, ssDNA deamination FAM/TAMRA fluorescence; 0.28% of 330,000 active; Q9HC16; inhibition, % at 20 µM;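 active = inhibition of at least 40% at 20 µM, with no more than 30% in the related APOBEC3A deaminase screen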;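 note: plate controls were DMSO wells with A3G for no effect and wells lacking A3G enzyme for full effect; some compounds called inactive have numbers as strong as hits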
SENP7 block – inhibitors of human SENP7 protease; Q9BQF6; 1.5% of 330,000 active; recombinant SENP7, Z-RLRGG-aminoluciferin luminescence, 40 min; inhibition, % at 5 µM;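 active = inhibition above about 50% at the single test dose, limit read from the data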;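 note: plate controls were DMSO with enzyme for no effect and no enzyme buffer wells for full effect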
Target sequence (Q9BQF6 706-1050 limits assumed): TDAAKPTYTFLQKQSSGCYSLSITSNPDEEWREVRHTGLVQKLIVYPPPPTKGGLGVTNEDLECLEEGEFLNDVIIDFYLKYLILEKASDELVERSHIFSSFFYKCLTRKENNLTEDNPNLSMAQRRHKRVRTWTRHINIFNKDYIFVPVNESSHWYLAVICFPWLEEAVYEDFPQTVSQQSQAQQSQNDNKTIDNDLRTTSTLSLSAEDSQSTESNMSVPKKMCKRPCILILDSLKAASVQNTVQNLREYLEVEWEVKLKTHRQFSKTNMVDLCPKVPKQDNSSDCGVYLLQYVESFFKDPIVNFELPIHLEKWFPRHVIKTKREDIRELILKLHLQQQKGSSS
SENP6 inh – inhibitors of human SENP6 protease | AID 2599 | 1.8% of 330,000 active | Q9GZR1 | inhibition, % at 10 µM | Recombinant SENP6 catalytic domain, aminoluciferin luminescence;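 active = inhibition above about 50% at the single tested dose, limit read from the data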;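 note: plate controls were DMSO wells with enzyme for no effect and DMSO wells lacking enzyme for full effect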
SENP8 block-2 – inhibitors of human SENP8 protease; recombinant SENP8, Nedd8 substrate fluorescence; inhibition, % at 20 µM; AID 602440; 0.64% of 360,000 active; Q96LD8; in the data active = inhibition mostly above about 40%, no sharp cut-off; inactive = mostly below about 27%
SENP1 inh – SENP1 (human) catalytic domain inhibition; Q9P0U3; recombinant SENP1 catalytic domain, CyPet-SUMO1-YPet FRET cleavage; inhibition, % at 10 µM; 0.21% of 360,000 active;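 active = inhibition at least 30% at 10 µM, raw YFP signal under a set limit, fluorescence ratio 0.5 to 1.5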;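 note: 0% = enzyme with DMSO and 100% = no enzyme wells; some results filed as inactive read as strong as hits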
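Test system: recombinant human SENP1 catalytic domain, His6-tagged / Medium: pH 8 Tris buffer with EDTA, NaCl, BME, BSA, NP40, catalase / Also added: SUMO1 FRET substrate flanked by Cypet and Ypet, 25 nM / Times: 50 min reaction at room temperature / Signal: FRET, CFP and YFP emission / Control set: no-enzyme low control and enzyme-plus-DMSO high control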
The depositor's hits bear a star; . = not tested or not shown.

SMILES	SENP8 block-1	Apaf1 inhib	UBC13 inh	A3G deaminase	SENP7 block	SENP6 inh	SENP8 block-2	SENP1 inh
COc1ccccc1C(=O)NCCC(=O)Nc1cccc(S(=O)(=O)N2CCCC2)c1	-9	6	3	-10	-16	-10	13	1
COc1ccccc1OCCSc1nc(N)cc(N)n1	-8	4	9	-8	-3	9	5	-1
CCOC(=O)C1(CC2CCCCO2)CCN(C(=O)Nc2ccc(SC)cc2)CC1 (stereo unspecified)	-12	-2	9	-6	-7	-39	11	1
CC(C)N(C)Cc1nnnn1CC(=O)NCCc1cccc(C(F)(F)F)c1	10	8	-3	-7	-2	8	13	2
C=CCn1c(Oc2ccccc2F)nc2c1c(=O)n(C)c(=O)n2C	7	3	-5	3	10	13	17	-3
CN(C)/C=C1/Oc2c(ccc3ccccc23)C1=O	-2	9	-10	-3	-3	3	-193	-9
CCCCC(=O)Nc1ccc2c(c1)C(=O)NC2=O	-6	3	14	-4	1	5	-428	1
CS/C(=C/[N+](=O)[O-])Nc1cccc2c1C(C)CC2(C)C (stereo unspecified)	-4	-16	-4	-9	-2	-5	31	3
O=c1c(Cc2c(F)cccc2Cl)c(O)ccn1Cc1ccc(F)cc1	3	-3	7	-13	1	-14	13	3
CCS(=O)(=O)Nc1ccc2[nH]c(=O)[nH]c2c1	4	-1	-14	4	5	5	10	-17
Cn1nc(C(=O)N2CCN(c3ccccn3)CC2)c2ccccc2c1=O	2	2	6	-10	-2	-4	17	2
O=S(=O)(Nc1ccc(-c2csc(-c3ccccc3)n2)cc1)c1ccc(F)cc1	-12	14	0	-7	8	2	-18	0
c1ccc(-c2nnc(CSc3nnc(-c4cccs4)o3)o2)cc1	-3	9	-4	1	9	-2	11	1
Cc1ccc2nc(COc3ccc(N(C)S(=O)(=O)c4ccccc4)cc3)cc(=O)n2c1	-6	10	-6	0	-1	2	-454	-37
O=C(O)CCC(NC(=O)OCc1ccccc1)C(=O)O (stereo unspecified)	0	-12	9	-11	-1	-17	21	-1
O=C(O)COc1ccccc1/C=N/Nc1ccc(S(=O)(=O)N2CCOCC2)cc1[N+](=O)[O-]	-5	22	-107	-5	-8	-9	29	2
CCN(CC)c1ccc(N2C(=NC(=O)C3CC3)SC3CS(=O)(=O)CC32)cc1 (stereo unspecified)	1	17	-3	-10	-16	2	-1	2
Cc1cc(OC(=O)c2ccc(Cl)cc2)cc(=O)n1C	-2	-15	8	-5	-5	-15	23	5
Cn1cc(CNCCN2CCCCC2=O)c(-c2cccc(Cl)c2)n1	-12	0	-8	-8	-5	6	7	0
CC1(C)C2CCC1(C)C1(C2)NC(=O)c2ccccc2O1 (stereo unspecified)	-11	14	0	-5	-8	-20	21	2
O=C(CN1CCC(C(O)(c2ccccc2)c2ccccc2)CC1)Nc1cc(Cl)ccc1Cl	-2	13	-15	4	-13	-36	19	-1
CC1CCCC(C(=O)O)N1C(=O)CCSC(=O)c1ccccc1 (stereo unspecified)	-6	-26	6	-4	1	-4	4	0
CN1CCN(NC(=O)c2cc(-c3cccc(Cl)c3)nc3ccccc23)CC1	7	2	7	-3	-6	-2	-24	5
Cc1ccc2cc(CN(CC3CCCO3)S(=O)(=O)c3ccccc3)c3nnnn3c2c1 (stereo unspecified)	-3	13	6	-4	-6	1	9	2
COC(=O)NNC(=O)COc1ccccc1C	-3	-4	6	0	3	18	5	2

Continuation.
SMILES	SENP8 block-1	Apaf1 inhib	UBC13 inh	A3G deaminase	SENP7 block	SENP6 inh	SENP8 block-2	SENP1 inh
Cc1ccc(N(CC(=O)NCC2CCCO2)C(=O)Cn2nnc(-c3cccs3)n2)cc1 (stereo unspecified)	1	-14	0	-5	0	7	1	1
Cc1ccc(NC(=O)N2CCCC(C(=O)O)C2)cc1 (stereo unspecified)	-2	-25	5	-2	6	-23	19	0
Cc1nc2ccc(Cl)cn2c1C(=O)NN	1	-2	10	-6	-8	-5	19	1
O=C(c1cc2ccccc2cc1O)N1CCCC(C(F)(F)F)C1 (stereo unspecified)	-2	21	-8	-3	-7	1	-19	0
NNC(=O)c1oc2nc(-c3ccccc3)cc(-c3ccco3)c2c1N	10	7	-43	-4	6	28	-112	-41
COc1ccc(-c2csc3nc(-c4ccccc4OC)oc(=O)c23)cc1	4	1	11	-3	11	2	-113	3
O=C(Nc1ccn(Cc2ccccc2)n1)c1ccc(F)cc1	-5	-10	8	-4	8	-2	-2	-1
CC(NC(=O)CCNC(=O)N1CCn2c1nc1ccccc12)c1ccccc1 (stereo unspecified)	-9	-3	8	-5	-2	7	10	0
COC(=O)C1=CN(c2cccc(C(F)(F)F)c2)C=C(C(=O)OC)C1c1ccc(O)c(OC)c1	-8	21	-6	-6	-7	9	-59	-6
COCCN(C)C(=O)CC1C(=O)NCCN1CC(c1ccccc1)c1ccccc1 (stereo unspecified)	-7	-10	5	-8	-3	-11	-68	-15
N#Cc1c(-c2ccc(Cl)cc2)c(C#N)c(=O)n(N)c1N	0	-6	8	-2	-1	-11	-20	-3
CCOc1ccc2nc(COC(=O)c3ccncc3)c(C(=O)c3ccccc3)[n+]([O-])c2c1	-3	-4	4	-8	0	-22	-25	-12
Cc1ccsc1C(=O)N(C)C1CCS(=O)(=O)C1 (stereo unspecified)	-7	-2	-1	31	3	-26	-1	-2
CC(=O)c1ccc(Oc2ccc(C(=O)c3ccc(C)c(C)c3)cc2[N+](=O)[O-])cc1	-1	15	2	-1	-6	-22	22	-2
CC(=O)c1cccc(NC(=O)Cn2cc3c(n2)CCCC3)c1	1	-6	2	-1	-10	6	6	2
COc1ccc(-c2cn(-c3cccc(C)c3)c(=O)[nH]2)cc1OC	10	1	7	-1	-4	-2	-37	-1
O=[N+]([O-])c1cccc(/C=N/n2c(COc3ccccc3)n[nH]c2=S)c1	9	0	0	59*	1	9	13	1
O=C(c1cccc(-n2cccc2)c1)N1CCN(S(=O)(=O)c2c(F)cccc2F)CC1	1	10	-10	-1	2	5	2	-2
CCn1c(O)c(C2=c3ccccc3=NC2=O)c2cc(Br)ccc21	4	3	-6	-6	-2	-20	.	.
CC(C)(O)CNC(=O)C(Cc1ccccc1)N1C(=O)c2ccccc2C1=O (stereo unspecified)	-11	-2	-7	-2	-1	-7	14	1
O=C1Nc2ccccc2OC1CC(=O)N1CCN(c2cccc(C(F)(F)F)c2)CC1 (stereo unspecified)	-10	13	6	0	8	-5	11	1
O=C(C#Cc1ccccc1)Nc1ccc(F)cc1	6	-6	2	-2	-1	20	8	3
Cc1cc(C)n(C(=O)c2ccc([N+](=O)[O-])c(Cl)c2)n1	-4	-1	6	-8	2	-15	13	4
COc1ccc(NC(=O)Nc2nnc(-c3ccncc3)s2)cc1	-9	4	-2	-6	4	-15	-5	-4
Cc1ccc(-n2c(C)nnc2SCC(=O)NNC(=O)c2ccco2)cc1	0	-2	-2	0	4	-8	10	1

(continued)
SMILES	SENP8 block-1	Apaf1 inhib	UBC13 inh	A3G deaminase	SENP7 block	SENP6 inh	SENP8 block-2	SENP1 inh
CC1(C)CC(=O)C(N=Nc2cc3c(cc2[N+](=O)[O-])OCCO3)=C(O)C1	-4	-4	-151	-16	-2	-11	21	17
O=C(C1CCCN1S(=O)(=O)c1cccc2nsnc12)N1CCN(c2ccccc2)CC1 (stereo unspecified)	4	-8	-1	-4	2	-1	4	3
CCn1ncc(/C=N\NC(=O)c2csc3ccccc23)c1C	-4	-4	3	0	-2	-24	5	1
O=C(NCCS(=O)(=O)NCc1ccc2c(c1)OCO2)c1ccccc1	14	-1	3	-15	-3	6	19	-1
O=c1c2c3c(sc2nc(NCCO)n1CCc1ccccc1)CCCCC3	6	30	7	1	0	14	-98	-5
CCOC(=O)c1c(C)[nH]c(C(=O)N2CCN(c3ccc(OC)cc3)CC2)c1C	-3	8	8	-4	9	-6	12	-4
CC(=O)NC(c1ccccc1)c1c(O)ccc2ccccc12 (stereo unspecified)	3	10	4	2	4	10	-102	0
O=c1[nH]nc(C(F)(F)F)c2nnn(Cc3ccccc3Cl)c12	0	-7	0	-1	-7	5	14	-7
Cn1cc(SCC(=O)N2CCCc3ccccc32)c2ccccc21	3	15	-2	2	-3	4	7	2

Rewritten with two lines to a compound: entries from further up.
Order of values – SENP8 block-1, Apaf1 inhib, UBC13 inh, A3G deaminase, SENP7 block, SENP6 inh, SENP8 block-2, SENP1 inh
- CCn1ncc(/C=N\NC(=O)c2csc3ccccc23)c1C
→ -4, -4, 3, 0, -2, -24, 5, 1
- O=C(NCCS(=O)(=O)NCc1ccc2c(c1)OCO2)c1ccccc1
→ 14, -1, 3, -15, -3, 6, 19, -1
- O=c1c2c3c(sc2nc(NCCO)n1CCc1ccccc1)CCCCC3
→ 6, 30, 7, 1, 0, 14, -98, -5
- CCOC(=O)c1c(C)[nH]c(C(=O)N2CCN(c3ccc(OC)cc3)CC2)c1C
→ -3, 8, 8, -4, 9, -6, 12, -4
- CC(=O)NC(c1ccccc1)c1c(O)ccc2ccccc12 (stereo unspecified)
→ 3, 10, 4, 2, 4, 10, -102, 0

Single records, as listed above.
O=C(NCCS(=O)(=O)NCc1ccc2c(c1)OCO2)c1ccccc1 is entered as SENP8 block-1 = 14; Apaf1 inhib = -1; UBC13 inh = 3; A3G deaminase = -15; SENP7 block = -3; SENP6 inh = 6; SENP8 block-2 = 19; SENP1 inh = -1
CCOC(=O)c1c(C)[nH]c(C(=O)N2CCN(c3ccc(OC)cc3)CC2)c1C is entered as SENP8 block-1 = -3; Apaf1 inhib = 8; UBC13 inh = 8; A3G deaminase = -4; SENP7 block = 9; SENP6 inh = -6; SENP8 block-2 = 12; SENP1 inh = -4
